# Source: PubChem (National Center for Advancing Translational Sciences (NCATS))
# Mm-Cpn inhibitor = Inhibitors of TCP-1 ring complex (TRiC) of Methanococcus maripaludis (MmCpn): qHTS. Chaperonin Mm-Cpn (Methanococcus maripaludis). purified Mm-Cpn ATPase, ADP Transcreener TR-FRET. Potency, µM (series often up to 76.9 µM), for inactives: top-dose activity, negative = inhibition, actives largely listed as inhibitors. actives 0.031% (n = 330,000). AID 504842, 2011; note: potency is the fitted concentration of half-maximal effect; % is set by controls: 0 for no effect and ±100 for the full control effect; nearly all actives have a fitted effect of over 80% in size
#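 25 nM Mm-CPN + cpd, 10 min 37°C; + 10 uM ATP, 30 min 37°C; buffer 30 mM Tris pH 7.4, 100 mM KCl, 5 mM MgCl2, 1 mM DTT; Transcreener ADP HTRF detection 30 min RT.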
# EPAC1 agonist = qHTS for Agonist of cAMP-regulated guanine nucleotide exchange factor 3 (EPAC1): primary screen; AID 720707, 2013; Potency, µM (highest dose often 154 µM), inactives show at the top dose activation, actives largely listed as activators; EPAC1 agonist qHTS, biochemical assay; response scale: 100% = response to 6.5 mM cAMP; actives 0.073% (n = 360,000); note: potency is the fitted concentration of half-maximal effect; nearly all actives have a fitted effect of over 60% in size
#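 Read-out is the fluorescence drop as BODIPY-GDP leaves Rap1B (480 nm excitation, 540 nm emission), recorded every 5 minutes over 30 minutes. Reactions held 100 nM EPAC1, 250 nM Rap1B–BODIPY-GDP and 50 uM GDP, with 6.5 mM cAMP setting full activation.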
# CCT modulator = High-Throughput Screening for Modulators of Cytosolic Chaperonin Activity. actives 0.3% (n = 360,000). AID 651819, 2012. activity change, % (test concentration not listed), hits read low. purified chaperonin ATPase assay, HTRF ADP detection, 30 min; in the data active = activity change below about -30%; note: % is set by controls: 0 for no effect and ±100 for the full control effect
#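 First, chaperonin was dispensed at 40 nM or 20 nM final depending on batch activity. Next, compounds were pinned at 76 uM and ATP added at 10 uM. After 30 min at 37 °C, ADP detection reagents ran 30 min at ambient temperature.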
# PLK1 PBD block = qHTS for Inhibitors of PLK1-PDB (polo-like kinase 1 - polo-box domain): Primary Screen; Serine/threonine-protein kinase PLK1 (Homo sapiens), P53350; Plk1 PBD binding of FITC phosphopeptide, fluorescence polarization; Potency, µM, for inactives: max response, negative = inhibition, most hits filed as inhibitors; actives 2.8% (n = 360,000); AID 720504, 2013; note: potency is the fitted concentration of half-maximal effect; series mostly up to about 57 µM; % is set by controls: 0 for no effect and ±100 for the full control effect; nearly all actives have a fitted effect of over 65% in size
# Target sequence (P53350 whole entry, looked up, the tested form may be a part): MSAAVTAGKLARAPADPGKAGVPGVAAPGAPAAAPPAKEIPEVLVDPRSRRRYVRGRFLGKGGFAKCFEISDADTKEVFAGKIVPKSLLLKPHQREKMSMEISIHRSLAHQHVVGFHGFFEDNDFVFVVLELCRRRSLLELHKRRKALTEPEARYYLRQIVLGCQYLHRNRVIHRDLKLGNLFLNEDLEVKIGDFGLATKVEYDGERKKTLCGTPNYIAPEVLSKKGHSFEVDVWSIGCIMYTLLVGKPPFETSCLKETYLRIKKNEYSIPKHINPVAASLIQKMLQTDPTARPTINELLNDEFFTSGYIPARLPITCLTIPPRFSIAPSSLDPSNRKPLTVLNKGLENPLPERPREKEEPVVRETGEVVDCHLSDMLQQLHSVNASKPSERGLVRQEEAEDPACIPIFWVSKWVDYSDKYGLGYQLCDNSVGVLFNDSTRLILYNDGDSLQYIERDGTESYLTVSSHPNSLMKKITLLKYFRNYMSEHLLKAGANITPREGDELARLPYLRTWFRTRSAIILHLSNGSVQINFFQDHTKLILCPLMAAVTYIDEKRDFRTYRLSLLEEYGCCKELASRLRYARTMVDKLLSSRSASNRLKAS
# PI5P4K alpha inh = qHTS for Inhibitors of phosphatidylinositol 5-phosphate 4-kinase (PI5P4K). PI5P4Kalpha enzyme, ADP-Glo luminescence, 60 min; hits give low values. max response, %. actives 1.2% (n = 330,000). AID 652105, 2013; active = max response of -50% or lower; inconclusive = between -30% and -50%; inactive = -30% or higher; note: value at the top dose of about 77 µM; % is set by controls: 0 for no effect and ±100 for the full control effect
# Target sequence (P48426 whole entry, looked up): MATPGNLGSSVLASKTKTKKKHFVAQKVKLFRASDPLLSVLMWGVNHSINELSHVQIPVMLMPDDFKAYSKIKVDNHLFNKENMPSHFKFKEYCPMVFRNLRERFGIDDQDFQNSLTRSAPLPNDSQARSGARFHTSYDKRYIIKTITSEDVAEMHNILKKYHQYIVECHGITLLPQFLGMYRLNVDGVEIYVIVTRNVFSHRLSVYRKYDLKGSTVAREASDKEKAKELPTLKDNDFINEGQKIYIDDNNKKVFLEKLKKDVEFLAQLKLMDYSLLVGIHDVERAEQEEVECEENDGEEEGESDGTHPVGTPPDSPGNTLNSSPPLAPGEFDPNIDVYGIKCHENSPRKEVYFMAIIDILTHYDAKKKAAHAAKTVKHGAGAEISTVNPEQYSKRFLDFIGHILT
#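 ADP-Glo luminescence end-point after a 60 min room-temperature kinase reaction. PI5P4Kalpha and substrate in HEPES pH 7.4 buffer with EGTA, 0.1% CHAPS and 5% DMSO; ATP at 5 microM final.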
# EPAC2 antag = qHTS for Antagonist of cAMP-regulated guanine nucleotide exchange factor 2 (EPAC2): primary screen. Rap guanine nucleotide exchange factor 4 (Homo sapiens), Q8WZA2. EPAC2 GEF exchange of Rap1B-BODIPY-GDP, fluorescence. Potency, µM (highest dose often 114 µM), without a hit: top-dose activity, negative = inhibition, usual class: inhibitors. actives 0.18% (n = 360,000). AID 720708, 2013; note: potency is the fitted concentration of half-maximal effect; % is set by controls: 0 for no effect and ±100 for the full control effect; nearly all actives have a fitted effect of over 45% in size; many of its hits are not listed in these tables
# WRN inhibitor = qHTS for Inhibitors of WRN Helicase; Bifunctional 3'-5' exonuclease/ATP-dependent helicase WRN (Homo sapiens), Q14191; WRN helicase unwinding, fluorescent forked duplex, kinetic; Potency, µM (top dose mostly 114 µM), for inactives: top-dose activity change, negative = inhibition, most hits filed as inhibitors; actives 0.46% (n = 360,000); AID 651768, 2012; note: potency is the fitted concentration of half-maximal effect; % is set by controls: 0 for no effect and ±100 for the full control effect; nearly all actives have a fitted effect of over 55% in size
#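 Fluorescence dequenching readout, ex 525 nm/em 598 nm, kinetic mode: forked duplex DNA (100 nM final) with adjacent fluorophore and quencher unwound by WRN (20 nM final) with 2 mM ATP. Compound preincubation 15 min, room temperature.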
# EPAC1 antag = qHTS for Antagonist of cAMP-regulated guanine nucleotide exchange factor 3 (EPAC1): primary screen; EPAC1 GEF assay, Rap1b-BODIPY-GDP exchange fluorescence; AID 720709, 2013; Potency, µM (top dose mostly 115 µM), without a hit: at the top dose activity change, negative = inhibition, hits mostly inhibitors; Rap guanine nucleotide exchange factor 3 (Homo sapiens), O95398; actives 0.14% (n = 360,000);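 note: potency is the fitted concentration of half-maximal effect; plate controls were vehicle for no effect and positive control for full effect; nearly all actives have a fitted effect of over 50% in size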
# The depositor's hits bear a star; ? = inconclusive; . = not tested or not shown; [ ] = another dose, or the depositor's remark. Unless noted, calls come from the whole dose curve; as a rule, active = well fitted curve in the direction sought with a large enough effect; inconclusive = small, poorly fitted or top-dose-only effect, or another doubt; inactive = no such curve, though single readings can be large; an effect the other way counts as inactive or inconclusive. Some of the compounds tested; rates above refer to the full screens.
SMILES,Mm-Cpn inhibitor,EPAC1 agonist,CCT modulator,PLK1 PBD block,PI5P4K alpha inh,EPAC2 antag,WRN inhibitor,EPAC1 antag
O=C(NC(=S)Nc1ccc(CN2CCOCC2)cc1)c1cccc([N+](=O)[O-])c1,1%,-5%,-0.4,-19%,-6,9%,-10%,-13%
COc1ccc(OCCCn2ccnc2)cc1,-2%,4%,11,-11%,-2,3%,-6%,-9%
OC(CCc1cccc(Cl)c1)c1cccs1 (stereo not given),0%,-10%,0.4,21µM*,-3,-14%,0%,-7%
CCOC(=O)C1(c2ccccc2)NC(c2ccccc2C)C2C(=O)N(c3ccc4c(c3)OCO4)C(=O)C21 (stereo not given),0%,8%,-1.5,-3%,-11,-4%,-3%,-18%
Cc1cc(OCC(=O)NCCO)cc(C)c1Cl,0%,3%,1.0,-6%,6,-8%,2%,?
O=C(CSc1nc2ccccc2c(=O)[nH]1)Nc1ccc(N2CCOCC2)cc1,2%,2%,-2.8,-3%,3,6%,-2%,-6%
CC(NCCc1ccc(O)cc1)C(O)c1ccc(O)cc1 (stereo not given),-3%[15.4 µM],-3%,-1.8,-8%,0,6%,.,0%
CCN(CC)C(=O)CSc1ncnc2c1nnn2-c1ccc(F)cc1,?,-2%,2.3,-1%,3,-4%,-3%,-4%
O=C(O)CNS(=O)(=O)c1cccc(Cl)c1,1%,-5%,0.5,?,2,6%,2%,-13%
CCOc1cccc2sc(N(CCN(C)C)C(=O)c3ccc(Br)s3)nc12,0%,0%,-30,-7%,5,1%,-6%,-3%
CSc1nnc(NC(=O)CCc2ccccc2)s1,-9%,5%,0.0,-12%,.,6%,7%,-5%
Cc1ccc2c(CN3CCOCC3)cc(=O)oc2c1,1%,0%,-1.3,-1%,0,2%,0%,-7%
COc1ccc(C(CNC(=O)Cc2cccs2)N(C)C)cc1 (stereo not given),1%,4%,1.8,5%,1,-5%,-7%,-1%
C=CC[C@H](CC(=O)N[C@H](CO)Cc1ccccc1)C(=O)N[C@H](COC(=O)[C@H](CC=C)CC(=O)OC(C)(C)C)Cc1c[nH]c2ccccc12,1%,-30%,-0.9,4%,0,10%,8%,-10%
Cc1cc(N2CCCCC2)nc(NCc2ccccc2)n1,2%,-1%,-2.8,-3%,-3,1%,-4%,-11%
Cc1cc2ncn(CCOc3ccccc3)c2cc1C,0%,-4%,2.3,-6%,9,12%,10%,4%
CCCNC(=O)Cn1c(=O)/c(=C/c2ccc(-c3ccc([N+](=O)[O-])cc3)o2)s/c1=C\C(=O)C(C)(C)C,.,-44%[inhibitor],0.0,41%[activator],-13,?,41%[activator],48%[activator]
CC(=O)NCCc1nc2ccccc2n1Cc1cccc(C)c1,0%,5%,-0.2,0%,5,-1%,-1%,19%
CC(C)(C)CCN1CCC(CN2CCNC2=S)CC1,.,10%,-1.8,-12%,1,20%,0%,-2%
Cc1cc(NC(=O)c2ccccc2F)n(C(C)(C)C)n1,-3%,0%,0.1,-9%,-1,5%,-5%,-6%
COc1ccc(C(=O)NC(=S)Nc2nc(-c3ccc(OC)c(Br)c3)cs2)cc1Br,-4%,10%,-0.1,-12%,-4,-2%,-3%,1%
CC1(C)CN(Cc2ccccc2)C(=O)[C@H]1CC(=O)Nc1ccccc1,.,-10%,-0.1,-1%,2,-3%,-2%,3%
CC(=O)Nc1ccc(OCc2ccccc2)cc1[N+](=O)[O-],.,3%,4.0,-8%,-9,11%,-14%,5%
COc1ccc(-c2nc(=S)n3ccsc3n2)cc1OC,1%,-4%,2.0,2%,4,13%,0%,-2%
CC1N(C)c2cc(NC(=O)c3ccco3)c(P(=O)(Nc3ccc([N+](=O)[O-])cc3)N3CCOCC3)cc2C1(C)C (stereo not given),0%,3%,-1.0,0%,-6,-19%,-16%,-20%

# As entered above.
# Under EPAC2 antag, `CCN(CC)C(=O)CSc1ncnc2c1nnn2-c1ccc(F)cc1` shows -4%
# Under PI5P4K alpha inh, `Cc1cc2ncn(CCOc3ccccc3)c2cc1C` shows 9
# Under EPAC1 antag, `CCOc1cccc2sc(N(CCN(C)C)C(=O)c3ccc(Br)s3)nc12` shows -3%
# Under PI5P4K alpha inh, `O=C(O)CNS(=O)(=O)c1cccc(Cl)c1` shows 2

# The listing picks up, repeating the five entries before the break.
SMILES,Mm-Cpn inhibitor,EPAC1 agonist,CCT modulator,PLK1 PBD block,PI5P4K alpha inh,EPAC2 antag,WRN inhibitor,EPAC1 antag
COc1ccc(C(=O)NC(=S)Nc2nc(-c3ccc(OC)c(Br)c3)cs2)cc1Br,-4%,10%,-0.1,-12%,-4,-2%,-3%,1%
CC1(C)CN(Cc2ccccc2)C(=O)[C@H]1CC(=O)Nc1ccccc1,.,-10%,-0.1,-1%,2,-3%,-2%,3%
CC(=O)Nc1ccc(OCc2ccccc2)cc1[N+](=O)[O-],.,3%,4.0,-8%,-9,11%,-14%,5%
COc1ccc(-c2nc(=S)n3ccsc3n2)cc1OC,1%,-4%,2.0,2%,4,13%,0%,-2%
CC1N(C)c2cc(NC(=O)c3ccco3)c(P(=O)(Nc3ccc([N+](=O)[O-])cc3)N3CCOCC3)cc2C1(C)C (stereo not given),0%,3%,-1.0,0%,-6,-19%,-16%,-20%
COc1cc(OC)c(C2=NOC(C(=O)N3CCN(C(=O)c4ccco4)CC3)C2)cc1Cl (stereo not given),-2%,2%,0.5,-7%,-5,0%,-1%,-6%
COc1cc(Cn2c(-c3ccc(O)c(OC)c3)nc3ccccc32)ccc1O,0%,4%,-4.1,-14%,5,-14%,-4%,-5%
COc1ccc(CCNC(=O)C2CCN(Cc3nc(-c4cccc(Cl)c4)oc3C)CC2)cc1OC,1%,-4%,-3.3,-5%,-1,0%,2%,-7%
COc1ccc(CCN2C(=O)CC(N3CCOCC3)C2=O)cc1 (stereo not given),-2%,-5%,-1.6,-4%,.,7%,-8%,-3%
CCOc1ccccc1C=NNC(=O)C1CC1,.,-6%,-1.0,-6%,1,3%,9%,4%
C[C@H](c1ccccc1)N1C[C@H](COCc2ccccc2)Oc2cc(N3CC[C@@H](N(C)C)C3)ccc2S1(=O)=O,.,-2%,1.4,6%,2,-8%,4%,13%
Cc1cc(C)n(-c2nncc(-c3ccccc3)n2)n1,1%,13%,-5.2,-2%,5,1%,-15%,-16%
CCc1cc2c(SCC(=O)C(C#N)=C3N(C)c4ccccc4N3C)ncnc2s1,?,12%,1.5,-11%,-4,-6%,-19%,8%
COc1ccc(NS(=O)(=O)c2cc(NC(=O)c3ccc(C)o3)ccc2N2CCCCC2)cc1,-1%,19%,-1.4,-8%,-1,11%,-23%,-15%
NC(=O)N/N=C/c1ccccc1OCC(=O)NCc1ccccc1,-2%,-3%,1.2,-6%,2,-9%,5%,-9%
CC(=O)Nc1sc(C)c(C)c1C(=O)OCC(=O)NCc1ccc(F)cc1,-3%,12%,-2.0,-10%,-4,-2%,5%,-29%
Cc1cccc(NC(=O)CC(C)(C)C)c1,1%,-6%,4.6,2%,.,10%,-18%,13%
COc1ccccc1N=C1SC(C(=O)Nc2cccc(Cl)c2Cl)C(N)=C1C(N)=O (stereo not given),1%,-2%,0.7,0%,5,-8%,4%,-5%
COc1ccc(C2OC(=O)CC2C(=O)NC(C)C)cc1 (stereo not given),-2%,2%,2.0,-3%,.,11%,-14%,1%
COc1ccc(C(=O)N/N=C\C(C)=C\c2ccccc2)cc1OC,.,8%,-0.8,-11%,7,-9%,-17%,-27%
COc1ccc(F)cc1C(=O)C1CCCN(C(=O)Cc2c(C)noc2C)C1 (stereo not given),0%,6%,-1.9,-14%,-1,2%,-4%,4%
O=S(=O)(Cc1ccccc1)N1CCN(Cc2ccc(F)cc2Cl)CC1,-2%,2%,-3.7,-14%,13,7%,5%,2%
O=C1CCc2cc(S(=O)(=O)NCCc3ccc(Cl)cc3)cc3c2N1CC3,-1%,8%,-0.9,-2%,-10,4%,6%,12%
COc1ccc(NC2CCCN(C(=O)c3cc(CC(C)C)nc(N)n3)C2)cc1 (stereo not given),-2%,-6%,-1.0,-3%,0,-1%,2%,15%
CCOC(=O)C1CCN(c2ccc([N+](=O)[O-])cc2S(=O)(=O)N2CCOCC2)CC1,1%,2%,-2.5,-13%,-1,-4%,1%,?
Cc1ccn2c(Cc3ccccc3)c(-c3ccc(F)cc3)nc2c1,.,8%,2.4,0%,-6,-22%,-3%,7%
C=CCc1ccc(OCCOc2ccc(/C=N/n3cnnc3)cc2OCC)c(OC)c1,-3%,-16%,-1.1,-14%,3,8%,4%,-10%
COc1ccc(N2CC(C(=O)N[C@H](C(=O)NC3CCCCC3)C(C)C)CC2=O)cc1 (stereo not given in full),1%,10%,-0.8,-13%,-2,4%,0%,-3%
CCOc1ccc(NS(=O)(=O)c2ccc(OCC)c3ncccc23)cc1,-1%,-2%,-2.9,-4%,.,-4%,-5%,-10%
C[C@H](NC(=O)c1cccc([N+](=O)[O-])c1)C(=O)OCC(=O)c1ccccc1Br,-1%,4%,0.0,-20%,0,0%,5%,-10%
CCOC(=O)C(=O)Nc1cc(C(=O)OC)cc(C(=O)OC)c1,0%,11%,0.2,-6%,3,3%,9%,-16%
COC(=O)Nc1ccc(Cc2ccncc2)cc1,3%,3%,-3.5,-16%,-9,-3%,-23%,2%
